D1 PAM = potentiators of human D1 dopamine receptor | P21728 | HEK293 TREx D1 cells, calcium flux, dopamine EC20 potentiation | potentiation, % at 10 µM | 360,000 compounds, 0.036% hits | AID 504651; in the data active = potentiation above about 30%; also: 0% is about no effect
Target sequence (P21728 whole entry, looked up): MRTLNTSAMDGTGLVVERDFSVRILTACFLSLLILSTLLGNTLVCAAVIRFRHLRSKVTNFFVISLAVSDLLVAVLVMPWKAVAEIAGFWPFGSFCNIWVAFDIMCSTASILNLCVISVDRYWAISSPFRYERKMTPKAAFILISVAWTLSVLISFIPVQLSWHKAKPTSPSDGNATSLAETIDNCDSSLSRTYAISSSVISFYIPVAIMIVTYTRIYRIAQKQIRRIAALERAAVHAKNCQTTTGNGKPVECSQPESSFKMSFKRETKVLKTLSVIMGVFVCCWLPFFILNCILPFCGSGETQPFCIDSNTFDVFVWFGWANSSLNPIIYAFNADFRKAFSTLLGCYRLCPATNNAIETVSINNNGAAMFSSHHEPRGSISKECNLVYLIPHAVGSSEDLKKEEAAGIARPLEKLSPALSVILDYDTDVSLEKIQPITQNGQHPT
Vif-A3F inh = Vif-A3F binding inhibition; HeLa A3F-eYFP + Vif (tagged APOBEC3F with the HIV-1 protein that degrades it), YFP fluorescence increase; Potency, µM (highest dose often 46.1 µM), for the others: at the top dose activity, negative = active; 390,000 compounds, 0.2% hits; AID 602313; also: potency is read from the fitted curve at half-maximal effect; % of control where 0% means no effect; nearly all actives have a fitted effect of over 65% in size
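Fluorescence increase (Ex 488/Em 500-530) after overnight compound treatment at 37 deg C flags inhibition of Vif-driven A3F-eYFP loss in stable HeLa A3F-eYFP/Vif cells seeded overnight beforehand.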
D1 agonist = human D1 receptor agonism; P21728; AID 504660; HEK293 T-REx D1 cells, calcium flux, agonist mode; 360,000 compounds, 1% hits; activation, % at 2 µM; in the data active = activation above about 30%; also: 0% is about no effect
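Tetracycline-induced HEK293 TREx D1 cells, force-coupled to calcium signalling, were dye-loaded with a no-wash calcium kit. Compound was pin-added after a 10 s baseline. Fluorescence was read kinetically at 1 cycle/s for 180 s, with calcium rises flagged as agonism.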
RXFP1 agonist = agonists of human relaxin receptor RXFP1. HEK293T-RXFP1 cAMP TR-FRET, 30 min; response scale: percent of porcine relaxin response, buffer zero. Potency, µM (series often up to 57.5 µM), without a hit: at the top dose activation, actives largely listed as activators. 370,000 compounds, 0.3% hits. AID 2676; also: potency is read from the fitted curve at half-maximal effect; % is scaled to controls: 0 for no effect and ±100 for the full control effect; nearly all actives have a fitted effect of over 60% in size; many of its hits are not listed in these tables
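HEK293 cells stably expressing RXFP1, treated 30 min at 37C with compounds plus PDE4 inhibitor Ro 20174; cAMP measured by HTRF TR-FRET. Normalized to buffer and 29 nM porcine relaxin; EC50 by Hill fit.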
LDHA block = blocks human lactate dehydrogenase A; purified LDHA, NADH/diaphorase-resazurin fluorescence; active compounds read low; activity change, % (values are at about 110 or 230 µM); 480,000 compounds, 0.15% hits; in the data active = activity change below about -30%; inconclusive = mostly about -25% to -30%;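 also: plate controls were DMSO wells for no effect and wells without enzyme for full effect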
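LDH5 2 nM; NADH 0.06 mM, pyruvate 0.2 mM; 200 mM Tris pH 7.4, EDTA, Tween-20; 5 min RT. Detection: diaphorase 0.133 mg/mL + resazurin 37 µM, fluorescence ex540/em590 at 0 and 20 min; normalized to enzyme-free and DMSO wells.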
D2 potentiator = D2 dopamine receptor (human) potentiation; 340,000 compounds, 0.34% hits; AID 485347; HEK293 T-REx D2, calcium flux, EC20 dopamine potentiation; P14416; potentiation, % at 10 µM;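 active = potentiation over 3 SD above the plate norm, cut at about 30% in these data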; also: 0% is about no effect
Target sequence (P14416 whole entry, looked up): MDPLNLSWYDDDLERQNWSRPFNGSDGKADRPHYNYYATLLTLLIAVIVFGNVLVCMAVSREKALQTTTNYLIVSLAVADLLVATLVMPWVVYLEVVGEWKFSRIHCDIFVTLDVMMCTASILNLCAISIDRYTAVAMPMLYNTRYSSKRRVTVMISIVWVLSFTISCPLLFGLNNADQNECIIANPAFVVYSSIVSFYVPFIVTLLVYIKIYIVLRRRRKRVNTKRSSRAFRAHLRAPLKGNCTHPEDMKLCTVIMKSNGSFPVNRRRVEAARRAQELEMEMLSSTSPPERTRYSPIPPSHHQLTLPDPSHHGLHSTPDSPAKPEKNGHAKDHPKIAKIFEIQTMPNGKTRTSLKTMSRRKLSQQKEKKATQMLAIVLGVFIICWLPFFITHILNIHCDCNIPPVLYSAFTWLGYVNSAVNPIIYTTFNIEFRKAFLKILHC
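Tetracycline-induced Hek293 Trex D2 cells, force-coupled to calcium, loaded with no-wash calcium dye. Compound added with 180 s kinetic read for agonism, then EC20 dopamine and a further 180 s read for potentiation.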
Vif-A3G inh = Vif-A3G binding inhibition; AID 602310; Potency, µM (titrated, usually from 46.1 µM), inactives show at the highest dose activity, negative = active, usual class: inhibitors; Q9HC16; HeLa A3G-eYFP + Vif (tagged APOBEC3G with the HIV-1 protein that degrades it), YFP fluorescence, overnight; 410,000 compounds, 0.076% hits;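 also: potency is read from the fitted curve at half-maximal effect; % is scaled to controls: 0 for no effect and ±100 for the full control effect; nearly all actives have a fitted effect of over 60% in size; hits raise eYFP signal because A3G escapes Vif-driven loss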
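HeLa cells stably expressing Vif and C-terminally eYFP-tagged A3G, seeded overnight at 37 deg C, then exposed to compound by pintool overnight at 37 deg C. Rise in yellow fluorescence (Ex 488/Em 500-530, Acumen) marks blocked Vif-driven A3G degradation.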
D1 antag = antagonists of human D1 dopamine receptor. P21728. HEK293 TREx D1 cells, calcium flux, dopamine EC80; active compounds read low. activity change, negative = inhibition, % at 10 µM. 360,000 compounds, 3.2% hits; in the data active = activity change below about -30%; also: % is scaled to controls: 0 for no effect and ±100 for the full control effect
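Compound effects on dopamine-evoked calcium signalling were measured in tetracycline-induced HEK293 Trex D1 cells. Dopamine at EC80 followed a 180 s compound pre-read, and fluorescence was tracked kinetically for 180 s more.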
GRP78 ERSR act = ER stress response induction in glioma. U87-MG GRP78 promoter luciferase reporter, 16 h. Potency, µM, inactives show at the top dose activation, usual class: activators. 420,000 compounds, 0.02% hits. AID 602332; also: potency is read from the fitted curve at half-maximal effect; series mostly up to about 76 µM; % of control where 0% means no effect; nearly all actives have a fitted effect of over 35% in size
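Stably transfected U87-MG human glioma cells carrying a GRP78-based luminescent sensor were seeded at 1000 cells/well, pin-dosed with compounds and incubated 16 h. Luciferase reagent was then added, and end-point luminescence was read after 10 min at room temperature.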
* = called active by the depositor; ? = inconclusive; · = no result given. Unless noted, calls follow the shape of the dose curve; as a rule, active = well fitted curve in the direction sought with a large enough effect; inconclusive = small, poorly fitted or top-dose-only effect, or another doubt; inactive = no such curve, though single readings can be large; an effect the other way counts as inactive or inconclusive. The list is partial; the hit share may differ from the screen's.

Every second line gives: D1 PAM, Vif-A3F inh, D1 agonist, RXFP1 agonist, LDHA block, D2 potentiator, Vif-A3G inh, D1 antag, GRP78 ERSR act
CC(=O)c1ccc(N2CCN(C3C(=O)c4ccccc4N3C(C)=O)CC2)cc1 (configuration not stated)
→ -4, 6%, 4, -0.3%, -2, -3, 5%, 3, 0%
Cc1ccc(NC(=O)CCNC(=O)c2ccc(Cl)cc2)cc1F
→ -6, 0%, 3, 1.2%, -6, -20, -8%, -20, 1%
O=C(O)C1CCCCC1C(=O)NCCCCc1ccccc1 (configuration not stated)
→ -2, -12%, 1, 0.6%, -8, 10, -3%, 17, 7%
Cc1cccc(OCc2nc(CC(=O)Nc3ccc(Cl)cc3)cs2)c1
→ 0, -2%, 5, -1.3%, -2, 0, 2%, -12, -1%
O=C(C(=O)N1CCCc2ccccc21)c1c[nH]c2ccccc12
→ ·, 1%, ·, -0.4%, -5, ·, -5%, ·, -3%
COCCCN1C(=O)C(O)=C(C(=O)c2ccco2)C1c1ccc(Br)cc1 (configuration not stated)
→ 7, ·, 1, 11%, 1, 12, 3%, 2, -2%
O=C(NC(=S)Nc1ccccc1O)c1ccc(-c2ccc(Cl)cc2)o1
→ -7, -4%, 3, 2.6%, 0, -3, -23%, -29, -12%
O=C1CCCC(O)=C1N=Nc1c(Cl)cc(Cl)cc1Cl
→ -3, 5%, 0, 0.7%, 1, 10, -2%, 11, 1%
Cc1ccc(C(=O)N2CCN(C(=O)c3ccc(C)cc3)C2)cc1
→ -4, -4%, 3, -0.3%, -13, -13, 10%, -27, -2%
COc1ccc(C(=O)NC2CCCCCCC2)cc1OC
→ ·, 3%, ·, ·, -1, ·, -9%, ·, 1%
COc1cccc(CC2(CO)CCCN(Cc3[nH]c4ccc(C)cc4c3C)C2)c1 (configuration not stated)
→ 4, -6%, 3, 0.6%, 2, -4, ?, 1, -18%
CCOc1cccc(CNC(=O)c2ccc(N3CCCC3)c(NC(=O)Nc3ccccc3CC)c2)c1
→ 0, -10%, 4, 0.1%, -10, -1, 0%, 5, -2%
C/C(=N/NC(=O)CCC(=O)Nc1ccc(Br)cc1)c1ccc(Br)cc1
→ -9, -2%, 0, 0.0%, -2, 12, 3%, -30, 2%
CC(C)N(Cc1nc(-c2ccc(Cl)cc2)no1)C(=O)c1cccs1
→ -9, 10%, 7, 1.1%, 7, 2, 2%, -12, -1%
O=C(N/N=C(\Cc1ncc[nH]1)c1ccccc1)c1cccnc1
→ 1, 1%, 1, 2.4%, 1, -8, -8%, 0, -6%
Cc1ccc(NC(=O)Cn2c(=O)oc3cc(S(=O)(=O)N4CCCCC4)ccc32)c(Cl)c1
→ -6, ?, 3, 2.0%, 3, -9, ?, -12, -5%
CC(C)(O)[C@@H]1CC[C@@](C)(C2CC[C@]3(C)C2[C@H](O)CC2[C@@]4(C)CC[C@H](O)C(C)(C)C4[C@@H](O[C@H]4O[C@@H](CO)[C@H](O)[C@@H](O)[C@@H]4O[C@@H]4O[C@H](CO)[C@@H](O)[C@H](O)[C@H]4O)C[C@]23C)O1 (stereo in doubt)
→ ·, -2%, ·, ·, 0, ·, -2%, ·, -2%
CCc1noc(C)c1C(=O)Oc1ccc(N(C)S(=O)(=O)c2ccccc2)cc1
→ 6, -1%, 36*, 3.7%, -5, 17, 0%, 4, -5%
CC1(C)CC(=O)N(CC(=O)O)c2ccccc2S1
→ -8, -1%, 1, 0.6%, -16, 2, 0%, -2, -1%
Cc1cc(F)ccc1NC(=O)c1ccc(NS(=O)(=O)c2cccs2)cc1
→ ·, -6%, ·, ·, 0, ·, -2%, ·, -3%
Oc1[nH]c2ccccc2c1N=Nc1nncc2ccccc12
→ -1, 1%, 0, 2.8%, 1, -2, -3%, 2, -2%
CC(=O)c1ccc(NC(=O)Cn2nc(C(F)(F)F)c3c2CCCC3)cc1
→ -5, 1%, 11, 1.9%, -5, -2, 2%, -1, 1%
O=C(CN1CCOCC1)NCCNS(=O)(=O)c1ccccc1
→ -1, 1%, 1, 2.9%, -1, 3, 0%, -5, -6%
O=S(=O)(Nc1ccc2ccccc2c1)c1ccccc1
→ -4, -19%, 2, 0.3%, -4, 12, -8%, -4, 2%
O=C(CN(C(=O)CCC(=O)Nc1nccs1)c1ccccc1F)NCc1ccccc1
→ 10, 4%, -2, 2.8%, -5, 2, 3%, -10, -1%
O=C(NCCNC(=O)c1ccc([N+](=O)[O-])cc1)c1ccncc1
→ -7, 0%, 2, -0.6%, -7, -6, 0%, -9, -6%
CC(C)COC(=O)N(C)c1ccc(C(O)(C(F)(F)F)C(F)(F)F)cc1
→ -5, -7%, 8, -0.1%, 0, 1, -7%, -20, -4%
CCCC(=O)Nc1ccc(NC(=O)c2sc3ccccc3c2Cl)cc1
→ -2, -3%, 2, 0.4%, -7, -15, 1%, -7, -3%
CCN(CC)S(=O)(=O)c1ccc2nc(NC(=O)c3ccc(Br)o3)sc2c1
→ -5, ·, 4, 2.0%, 2, -6, ·, -3, ·
N/C(=N\OC(=O)COc1ccc(Cl)cc1Cl)c1cccnc1
→ 3, -11%, 5, 3.0%, -3, 14, 0%, 1, 3%
COc1ccccc1C(=O)NC1(C(F)(F)F)NC(=O)N(CCc2ccccc2)C1=O (configuration not stated)
→ 4, 0%, 0, 3.2%, -3, 9, -2%, -7, -1%
CCN(CC)C(=O)C1CCCN(Cc2ccc3ccccc3c2)C1 (configuration not stated)
→ -2, 4%, 7, -1.7%, -6, 9, 6%, -10, -4%
CC1(C)N([O-])c2cc([N+](=O)[O-])ccc2[N+]1=O
→ -1, -9%, 5, 1.1%, 16, 13, 2%, 12, -4%
CN(C)S(=O)(=O)c1cccc(-c2nnc(-c3ccccc3)o2)c1
→ -7, 8%, 2, 2.7%, 0, 0, 0%, -18, 6%
Nc1nc(Nc2ccccc2)nc(NCc2ccccc2)c1[N+](=O)[O-]
→ -4, -2%, 1, -3.4%, -10, 28, -17%, 8, -1%
CCc1ccc(C(C)NC(=O)c2ccc(F)cc2)cc1 (configuration not stated)
→ 2, -2%, 5, 1.8%, -3, 12, 1%, -13, 11%
FC(F)(F)c1nnc2ccc(Sc3ccccn3)nn12
→ 7, -11%, 3, 7.7%, -4, 2, -2%, 8, -3%
COCCSc1nnc(NC(=O)C2CCCCC2)s1
→ -3, -12%, 0, 1.1%, 1, -1, 0%, 6, 1%
CC(C)(C)c1csc(CS(=O)(=O)c2ccccn2)n1
→ 15, -1%, 2, 0.1%, -1, -1, 0%, 6, -1%
CC(NC(=O)c1ccccc1)C(=O)N/N=C/c1ccco1 (configuration not stated)
→ 0, ?, 3, 2.4%, -5, 13, 0%, -16, -3%
Cn1c(=S)ccc2ccccc21
→ -5, -4%, 2, 28%, -3, 1, -1%, -1, -2%
Cc1cccc(NC(=S)NC2CCCC2)n1
→ -3, ?, 1, -0.7%, -1, 4, -3%, ·, -1%
CC(=O)N1CCCc2cc(S(=O)(=O)N(C)CC(=O)Nc3ccc(F)c(Cl)c3)ccc21
→ -4, -13%, 10, -1.7%, 4, ·, -2%, -13, -1%
COc1cc(C=O)c(Br)cc1OC1CCCC1
→ -3, ·, 1, 6.3%, -4, -3, 1%, -16, 0%
Cc1ccc2nc(-c3c[nH]c4ccccc34)c(Nc3ccc(F)cc3)n2c1
→ 1, -13%, -2, 13%, 1, 12, -4%, -15, -4%
Cc1cc(C)c(NC(=O)COC(=O)CSc2ccc(Br)cc2C)c(C)c1
→ -2, -6%, 13, -0.1%, -4, 3, 2%, -7, -6%
Cc1ccc(S(=O)(=O)c2c(Nc3cccc(Cl)c3)sc(C(=O)c3ccc4c(c3)OCO4)c2N)cc1
→ -2, -1%, 62*, 0.9%, 2, 10, ?, -42*, -4%
CC1CC(=O)N(c2ccc(NCCc3ccccc3)c([N+](=O)[O-])c2)C1=O (configuration not stated)
→ 1, -20%, 2, -2.0%, -4, 13, -2%, 3, 8%
CCCCc1nnc(NC(=O)CSc2nc(C)cc(=O)[nH]2)s1
→ -2, -7%, 3, 0.7%, 2, 8, 5%, 8, -3%
O=C1C=CC(=O)N1CCCCCCCCCCN1C(=O)C=CC1=O
→ ·, 0%, ·, ·, -3, ·, -10%, ·, -11%
O=C(NCC(=O)N1CCN(S(=O)(=O)c2ccc3c(c2)OCCO3)CC1)c1ccccc1Cl
→ ·, 13%, -2, 1.4%, -14, 7, -1%, -12, -2%
Cc1ccc(C(=O)Nc2nc(-c3ccc([N+](=O)[O-])cc3)cs2)o1
→ -3, 0%, 1, -1.6%, -3, 4, 0%, -2, 0%
COCCCNC(=O)c1cn(Cc2c(F)cccc2Cl)nn1
→ -1, -2%, 3, 2.9%, -13, -9, -4%, -1, 4%
Cc1cc(NC(=O)CCC(=O)N(CC2CCCO2)C(C(=O)NC2CCCC2)c2cccnc2)no1 (configuration not stated)
→ 0, -6%, 1, -2.1%, 4, 1, -5%, -5, -6%
CCOC(=O)Cc1c(C)nc(Cc2ccc(OC(C)C)cc2)[nH]c1=O
→ 0, 7%, 7, 9.9%, -5, -5, 3%, 9, -3%
CCn1c(SCC(=O)N2CCC(C(N)=O)(N3CCCCC3)CC2)nnc1-c1ccccc1
→ 0, ·, 2, 0.9%, -6, 4, -2%, -9, -3%
O=C(Nc1nc2ccccc2[nH]1)c1ccc([N+](=O)[O-])cc1
→ 0, 4%, 3, -1.0%, -8, ·, 0%, 4, 6%
CCCCCC(=O)N1C[C@@H](n2cc(C3CC3)nn2)[C@H](O)C[C@@H]1c1ccc(Cl)cc1
→ ·, -6%, ·, ·, -1, ·, 0%, ·, -1%
CC(C)COc1ccc(/C=C2/Sc3ccccc3C2=O)cc1
→ 3, -9%, 10, -2.6%, -1, -10, -4%, 12, 3%
COc1ccc(NC(=O)c2ncn(-c3ccccc3)n2)cc1Cl
→ 6, -2%, 4, 0.1%, -4, -18, 2%, -9, 1%
NC(=S)N/N=C/c1coc2ccc(Cl)cc2c1=O
→ 3, 15%, 0, 0.2%, -1, -9, -3%, 3, -5%
